Jurkat NFkB inh: lowers PMA/ionomycin-induced NF-kB signal in Jurkat cells; inhibition, % at 4 µM; actives 0.53% (n = 330,000); PMA/ionomycin-induced NF-kB luciferase reporter, luminescence
Apaf1 inhib: inhibitors of human Apaf-1 apoptosome | O14727 | reconstituted apoptosome caspase-3 activity, DEVD-Rh110 fluorescence | inhibition, % at 20 µM | actives 0.71% (n = 330,000); active = inhibition of at least 40% at 20 µM;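 note: plate controls were DMSO wells for no effect and DEVD-CHO caspase inhibitor wells for full effect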
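Material: reconstituted apoptosome with Apaf-1, cytochrome c, caspase-9, procaspase-3, dATP; medium: pH 7.5 Hepes buffer with CHAPS, BSA, DTT; also added: cytochrome c and DEVD-Rh110 substrate; timing: 30 min plus 50 min, RT; signal: Rh110 fluorescence intensity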
697 NFkB inh: inhibitors of the PMA/ionomycin-induced NF-kB reporter in 697 B cells | inhibition, % at 4 µM | actives 0.33% (n = 330,000) | 697 B-cell NF-kB luciferase reporter, 16 h; in the data active = inhibition above about 35%
SENP8 inh: blocks the human protease SENP8; Q96LD8; purified SENP8, Z-RLRGG-aminoluciferin cleavage, luminescence; inhibition, % at 10 µM; actives 1.2% (n = 330,000)
Target sequence (Q96LD8 whole entry, looked up): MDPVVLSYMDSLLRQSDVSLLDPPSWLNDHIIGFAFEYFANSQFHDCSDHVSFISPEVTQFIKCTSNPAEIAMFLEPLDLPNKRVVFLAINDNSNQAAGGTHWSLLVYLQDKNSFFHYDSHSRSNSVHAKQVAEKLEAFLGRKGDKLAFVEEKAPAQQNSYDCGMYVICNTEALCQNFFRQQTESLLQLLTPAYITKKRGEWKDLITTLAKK
UBC13 polyUb: blocks human UBC13 polyubiquitin chain formation; actives 0.47% (n = 330,000); TR-FRET; P61088; AID 485273; inhibition, % at 20 µM; in the data active = inhibition above about 45%, passing the limit was not always enough; inconclusive = no clear call, values can overlap the other calls
Target sequence (P61088 whole entry, looked up): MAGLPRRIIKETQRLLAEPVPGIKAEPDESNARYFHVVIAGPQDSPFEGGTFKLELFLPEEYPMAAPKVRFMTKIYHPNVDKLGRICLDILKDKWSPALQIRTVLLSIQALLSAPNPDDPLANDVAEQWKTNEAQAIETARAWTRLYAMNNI
Gli-Sufu antag: blocks Gli-Sufu signaling in a luciferase reporter. Sufu-KO-LIGHT fibroblasts, Gli luciferase reporter luminescence. actives 0.74% (n = 340,000). inhibition, % at 5 µM;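 active = inhibition above about 55%, limit read from the data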;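 note: 0% = DMSO-treated cells and 100% = wells with medium but no cells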
EBI2 block: blocks human EBI2 receptor beta-arrestin signaling. P32249. EBI2 beta-arrestin recruitment, luminescence, 7a,25-OHC stimulated. actives 0.81% (n = 360,000). inhibition, % at 5 µM; in the data active = inhibition above about 38%;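 note: enzyme fragment complementation signal reports receptor beta-arrestin coupling in cells; 0% = agonist plus DMSO wells and 100% = wells without agonist; some results beyond the cut were filed as inactive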
Target sequence (P32249 whole entry, looked up, the tested form may be a part): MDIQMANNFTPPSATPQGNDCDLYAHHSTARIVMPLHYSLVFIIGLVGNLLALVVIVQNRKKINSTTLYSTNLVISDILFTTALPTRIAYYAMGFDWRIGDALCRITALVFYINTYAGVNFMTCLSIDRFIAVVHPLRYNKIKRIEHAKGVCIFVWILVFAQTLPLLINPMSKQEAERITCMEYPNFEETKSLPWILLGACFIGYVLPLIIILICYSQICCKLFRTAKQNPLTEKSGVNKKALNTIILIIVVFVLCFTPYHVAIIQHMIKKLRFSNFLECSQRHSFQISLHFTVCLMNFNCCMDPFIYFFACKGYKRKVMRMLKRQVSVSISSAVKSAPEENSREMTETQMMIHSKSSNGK
CCR6 antagonist: CCR6 (human) receptor antagonism | P51684 | CHO-K1 CCR6 PathHunter beta-arrestin, luminescence, CCL20-stimulated | inhibition, % at 20 µM | actives 0.49% (n = 340,000) | AID 493098;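 active = compounds whose inhibition of the agonist-driven luminescence signal at 20 µM reaches about 50%, limit read from the data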;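 note: cells stimulated with CCL20 at 14 nM final; plate controls were DMSO with CCL20 for no effect and DMSO without agonist for full effect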
An asterisk follows results filed as active; ? = inconclusive; nt = not tested or not shown. Cut-off read from the data, not from the text of the source, unless noted: active = inhibition above about 50%; inactive = the rest.

Below each SMILES: Jurkat NFkB inh | Apaf1 inhib | 697 NFkB inh | SENP8 inh | UBC13 polyUb | Gli-Sufu antag | EBI2 block | CCR6 antagonist
> CS(=O)(=O)N(CC(=O)NCC1CCCO1)c1cccc(Cl)c1 (stereo not drawn)
    -7 | -7 | 12 | -1 | -2 | -3 | -1 | 7
> Cc1cc(C)cc(N(CC(=O)N2CCN(c3ccccc3)CC2)S(=O)(=O)c2c(C)noc2C)c1
    4 | 14 | 3 | 1 | 7 | 7 | 20 | 17
> CC(=O)c1cccc(S(=O)(=O)N2CCC(C(=O)OC3CCOC3=O)CC2)c1 (stereo not drawn)
    -13 | 1 | 3 | -3 | -3 | -9 | -9 | -1
> Nc1cc(=O)[nH]c(SCC(=O)Nc2cc(Cl)cc(Cl)c2)n1
    -3 | 5 | 5 | -5 | -12 | -3 | 11 | -1
> CC(=O)c1sc(Nc2cccc(C)c2)nc1C
    -28 | -15 | -39 | 4 | -5 | -44 | 8 | 5
> COc1ccc(OC)c(-n2c(C)cc(C=O)c2C)c1
    10 | -4 | 9 | -6 | -10 | 7 | 7 | -6
> Cc1ccc(NC(=O)CSCC(=O)Nc2ccc(N3CCOCC3)cc2N2CCOCC2)cc1
    -13 | 6 | -7 | -2 | -5 | -1 | 2 | 10
> O=C(N/N=C/c1ccc2c(c1)OCO2)c1cc(-c2ccccc2)nc2ccccc12
    -1 | -12 | 9 | -2 | -6 | 15 | 13 | 13
> CNC(=O)/C(=C\C=C\c1ccccc1)NC(=O)c1ccc([N+](=O)[O-])cc1
    5 | -22 | 12 | 5 | -4 | -20 | -16 | 4
> O=C(Cn1cnc2ccccc21)Nc1ccc2c(c1)OCCCO2
    11 | -1 | -18 | 0 | 10 | 29 | -7 | 4
> Cc1ccc(-n2nc3c(=O)n(CC(=O)NCc4cccs4)nc(C)c3c2C)cc1
    7 | 9 | -10 | -11 | -1 | -5 | 0 | 5
> O=C(CNC(=O)c1ccc([N+](=O)[O-])cc1)N/N=C\c1ccc(OC(=O)c2ccccc2)cc1
    1 | -2 | 0 | -3 | -11 | -5 | -22 | 2
> COc1ccc(C2=Nn3c(nnc3-c3ccccn3)SC2)cc1
    6 | 8 | -27 | -3 | -4 | 22 | 8 | -3
> CCOC(=O)C1CCN(C(=O)CCc2ccc(S(=O)(=O)NC(C)C)cc2)CC1
    3 | -4 | -2 | -1 | 8 | -6 | -1 | 1
> COC(=O)/C(C(C)=O)=C(\C=C\N(C)C)N(C)C
    -16 | -16 | 0 | -7 | -15 | 4 | -8 | 2
> Cc1cc(C)n2nc(SC(C)C(=O)Nc3ccc(Cl)cn3)nc2n1 (stereo not drawn)
    2 | -12 | 6 | 2 | -3 | 7 | 0 | 8
> CC(=O)N1CC(C)Sc2ccc(S(=O)(=O)NCCc3ccccc3)cc21 (stereo not drawn)
    0 | 15 | -61 | 2 | -5 | 18 | 0 | 12
> Cc1nc2ncnn2c(C)c1Cc1cccc(F)c1
    7 | -3 | -2 | -1 | 8 | -3 | -7 | 3
> Cc1cc(C)n(-c2nnc3n2N=C(c2ccccc2)CS3)n1
    4 | 2 | 7 | 2 | 5 | 3 | -2 | 0
> O=C1c2ccccc2C(=O)C1c1ccc(Cl)cc1
    -12 | 7 | -16 | 77* | -2 | -6 | 2 | 19
> CC1(C)CC(=O)C=C(Nc2ccccc2N)C1
    12 | 0 | -8 | -7 | 5 | 1 | 3 | 10
> CC(C)C(=O)N1CCN(c2ccccc2NC(=S)NC(=O)c2cccs2)CC1
    -9 | 4 | 2 | 3 | -5 | 23 | 2 | 21
> Cc1ccc(S(=O)(=O)N(CC(=O)NCCSc2ccccn2)c2ccccc2F)cc1
    1 | 5 | 9 | -1 | 0 | -12 | -1 | 19
> COc1ccc2c(CC(=O)OCC(=O)Nc3ccc4c(c3)OCO4)coc2c1
    4 | 4 | -4 | -2 | 8 | 1 | -7 | 7
> S=C(NCc1ccco1)NCC(c1ccco1)N1CCCCC1 (stereo not drawn)
    5 | 0 | -9 | 0 | 1 | 9 | 1 | 12
> CCN(C(=O)COC(=O)c1ccc(Br)o1)C1CCCCC1
    -8 | 5 | 9 | 2 | 4 | -4 | 5 | 10
> CC1CCCCN1C(=O)c1cc2nc(-c3ccccc3)cc(-c3ccccc3)n2n1 (stereo not drawn)
    -7 | 26 | 7 | -9 | 6 | 4 | 6 | 7
> CCSc1nnc2n(-c3ccc(OC)cc3)c(=O)c3c4c(sc3n12)CCCC4
    29 | 12 | 15 | -9 | 17 | -1 | 5 | 11
> O=C(NCC(=O)N1CCN(c2ncccn2)CC1)c1ccccc1OC(F)F
    3 | -3 | 8 | 3 | 6 | -1 | 1 | -3
> O=C(N/N=C/c1ccccc1O)C(=O)N1CCCCCC1
    4 | -3 | -1 | 1 | -2 | -1 | 1 | -2
> CC(C)(C)NC(=O)/C(=C/c1ccco1)c1ccccc1
    11 | 4 | 6 | -1 | -4 | -5 | -15 | 10
> COC(=O)CCC(=O)OC1(C)C(=O)C2=CN(c3ccccc3)C(c3ccc(OC)cc3)=CC2=C(Br)C1=O (stereo not drawn)
    -7 | 23 | -4 | -4 | -102 | -5 | -18 | -5
> C1=CC2CC1CC2CN1CCN(c2ccccc2)CC1 (stereo not drawn)
    8 | -6 | 5 | -2 | 2 | 2 | 7 | 2
> O=C(Cc1ccc(Cl)cc1)Nc1ccc(S(=O)(=O)Nc2ncccn2)cc1
    10 | 6 | 6 | -7 | -4 | 2 | 1 | -3
> C=CCOc1ccc(/C=C2/C(=N)N3N=C(CC(=O)N4CCCC4)SC3=NC2=O)cc1OC
    7 | 4 | 21 | 3 | 7 | -13 | 5 | 11
> O=C(Nc1ccc(Cl)cn1)c1ccccc1[N+](=O)[O-]
    9 | -6 | 7 | 6 | 1 | -11 | 3 | 3
> Cn1c(SCC(=O)Nc2ccc(F)cc2)nnc1C1CC1
    4 | 9 | 5 | -7 | -1 | -12 | -1 | 3
> COc1ccccc1N1CCN(c2ccc3cc(S(=O)(=O)N4CCCCC4)ccc3n2)CC1
    13 | 12 | -34 | 6 | ? | 30 | 3 | 16
> Cc1onc(-c2ccccc2)c1C(=O)N1CCN(S(=O)(=O)c2ccc(OC(F)(F)F)cc2)CC1
    12 | 14 | 14 | -7 | -8 | -4 | 7 | 15
> CCn1c(SCC(=O)c2ccc(O)c(O)c2)nnc1-c1ccccc1
    10 | -1 | 4 | 1 | 7 | 4 | -1 | 10
> Cc1cc(C(=O)COC(=O)c2cnccn2)c(C)n1-c1ccc(Br)cc1
    -13 | 20 | -43 | -22 | -10 | 2 | 3 | 13
> CC(C)(C)c1cc(C(F)(F)F)nc(SCCCNC(=O)c2ccco2)n1
    -9 | 14 | -9 | -9 | 1 | 11 | -19 | 11
> Cc1csc(NC(=O)c2ccc(COc3ccccc3)o2)n1
    -19 | 10 | -65 | 4 | -1 | 10 | -1 | 22
> COc1cc(/C=N/NC(=O)CN(CCc2ccccc2)S(=O)(=O)c2ccc(NC(C)=O)cc2)cc(OC)c1OC
    12 | 20 | 12 | 1 | 3 | 1 | 10 | 6
> Cc1nn(CC(=O)NC(=O)c2ccccc2)c(C)c1[N+](=O)[O-]
    3 | 13 | 7 | -9 | -3 | 1 | -4 | 5
> NNC(=O)COc1ncn(-c2ccccc2)n1
    -8 | 1 | 3 | 6 | -1 | 1 | -6 | -8
> COc1cccc(/C=C/C(=O)c2cccc([N+](=O)[O-])c2)c1
    -17 | 8 | -4 | -11 | -6 | -10 | 11 | 4
> CCCOc1ccc(C2C(C(=O)c3ccco3)=C(O)C(=O)N2CCN2CCOCC2)cc1OC (stereo not drawn)
    3 | -492 | -5 | -7 | -10 | nt | nt | nt
> CC(C)(C)NC(=O)CSc1nncn1NCc1cccc2ccccc12
    15 | 1 | 4 | 0 | -9 | -1 | 8 | -36
> O=C(CSc1nc2ccccc2c(=O)n1CCCN1CCOCC1)NC12CC3CC(CC(C3)C1)C2
    -8 | 15 | 6 | -5 | 25 | 4 | 13 | 10
> CCN(CC(=O)Nc1ccccc1C(F)(F)F)C(=O)c1ccccc1Sc1ccccc1C#N
    6 | 15 | 3 | 4 | 6 | 5 | 4 | 9
> NC(=O)CSc1nnc2ccc(-c3ccco3)nn12
    6 | -19 | 27 | -6 | 6 | 8 | -1 | 3
> O=C(COc1ccc(F)cc1)N1CCc2ccccc2C1
    -9 | -18 | -9 | -2 | 16 | -12 | 13 | 14
> NC(=O)c1ccccc1NC(=O)CC12CC3CC(CC(C3)C1)C2
    -3 | 7 | 0 | 0 | 8 | 0 | -8 | -3
> CCOC(=O)c1ccccc1NC(=O)CN(c1ccccc1OC)S(C)(=O)=O
    -15 | 1 | 13 | -7 | -1 | 9 | 4 | 11
> COc1ccc(NC(=S)Nc2ccccc2OC)c(OC)c1
    -3 | 4 | 1 | -4 | 5 | 7 | 2 | -4
> CC1=CSC2=NS(=O)(=O)CCN12
    8 | 1 | 1 | 8 | -10 | -3 | -5 | 2
> CC(C)(C)n1nnnc1C(c1cccnc1)N(Cc1ccccc1)Cc1ccco1 (stereo not drawn)
    3 | 17 | 7 | -1 | 0 | 1 | 18 | 19
> Cn1c(SCC(=O)Nc2ccc3c(c2)OCCO3)nnc1C1CC1
    -14 | 12 | -21 | -9 | -2 | 11 | -1 | 6
> CCn1nc(NC(=O)c2cccnc2)c2cc3cccc(C)c3nc21
    -13 | -1 | 1 | -7 | 4 | 0 | 5 | 8
> CN(C)CCCOC(=O)N1c2ccccc2C=Cc2ccccc21
    -6 | 7 | -7 | -4 | -1 | -8 | -8 | -8
> COc1ccc(/C=N/NC(=O)c2ccncc2)cc1COc1ccc(NC(C)=O)cc1
    28 | -22 | 18 | -2 | 4 | 54 | nt | 7
> O=C(O)CCC(=O)NNC(=O)CCC(=O)NCc1ccccc1
    -9 | 2 | -7 | -3 | -4 | 0 | -18 | -16

Filtered by structure: those above with a furan ring, fused or not.
Below each SMILES: Jurkat NFkB inh | Apaf1 inhib | 697 NFkB inh | SENP8 inh | UBC13 polyUb | Gli-Sufu antag | EBI2 block | CCR6 antagonist
> COc1ccc2c(CC(=O)OCC(=O)Nc3ccc4c(c3)OCO4)coc2c1
    4 | 4 | -4 | -2 | 8 | 1 | -7 | 7
> S=C(NCc1ccco1)NCC(c1ccco1)N1CCCCC1 (stereo not drawn)
    5 | 0 | -9 | 0 | 1 | 9 | 1 | 12
> CCN(C(=O)COC(=O)c1ccc(Br)o1)C1CCCCC1
    -8 | 5 | 9 | 2 | 4 | -4 | 5 | 10
> CC(C)(C)NC(=O)/C(=C/c1ccco1)c1ccccc1
    11 | 4 | 6 | -1 | -4 | -5 | -15 | 10
> CC(C)(C)c1cc(C(F)(F)F)nc(SCCCNC(=O)c2ccco2)n1
    -9 | 14 | -9 | -9 | 1 | 11 | -19 | 11
> Cc1csc(NC(=O)c2ccc(COc3ccccc3)o2)n1
    -19 | 10 | -65 | 4 | -1 | 10 | -1 | 22
> CCCOc1ccc(C2C(C(=O)c3ccco3)=C(O)C(=O)N2CCN2CCOCC2)cc1OC (stereo not drawn)
    3 | -492 | -5 | -7 | -10 | nt | nt | nt
> NC(=O)CSc1nnc2ccc(-c3ccco3)nn12
    6 | -19 | 27 | -6 | 6 | 8 | -1 | 3
> CC(C)(C)n1nnnc1C(c1cccnc1)N(Cc1ccccc1)Cc1ccco1 (stereo not drawn)
    3 | 17 | 7 | -1 | 0 | 1 | 18 | 19

The list is partial; rates above refer to the full screens.
